High-throughput results deposited in PubChem BioAssay by several laboratories.
NR5A2 inv ag: suppresses constitutive activity of human LRH-1. 0.13% of 360,000 active. AID 602396. inhibition, % at 3.6 µM. HEK293T StAR-luciferase reporter, LRH-1 transfected, 24 h. O00482;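 active = inhibition above the mean inhibition of all tested compounds plus 3 SD, cut at about 73% in these data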;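 note: 0% = DMSO wells and 100% = reporter-only cells lacking LRH-1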
NOD2 RIPK2 PPI: inhibitors of human NOD2-RIPK2 interaction; CHO BLA complementation NOD2-RIPK2, CCF4 ratio; inhibition, % at 4.98 µM; 0.38% of 360,000 active; AID 624267; in the data active = inhibition above about 21%;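 note: 0% = vehicle only and 100% = reference blocker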
TROY signal inh: TROY signaling inhibition | inhibition, % at 10 µM | Q293 LMP1-TROYcd NF-kB luciferase reporter, 4 h | AID 1347056 | 0.98% of 360,000 active;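 active = compounds whose plate-normalised and pattern-corrected inhibition of the luciferase reporter signal at the single screening dose is 50% or more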
ABHD5-PLIN5 inh: ABHD5-PLIN5 protein interaction inhibition; AID 602281; inhibition, % at 4 µM; 0.78% of 360,000 active; Split G. princeps luciferase complementation, luminescence, 4 h; Q00G26+Q8WTS1;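 active = inhibition above the mean inhibition across every tested compound plus 3 SD, cut at about 22% in these data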;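 note: 0% = DMSO only wells and the 100% control is not disclosed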
Exocytosis inh: lytic granule exocytosis inhibition; TALL-104 LAMP-1 surface exposure, flow cytometry; cells stimulated with thapsigargin and PMA; inhibition, % at 10 µM; 0.66% of 360,000 active;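 active = inhibition above about 55%, limit read from the data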
NR2F2 inh: blocks human COUP-TFII nuclear receptor; AID 686940; 0.7% of 370,000 active; HEK293T NGFI-A luciferase reporter, luminescence; inhibition, % at 8.6 µM;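 active = inhibition above a per-plate cutoff, mean inhibition of test wells between control levels plus 3 SD, cut at about 38% in these data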;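 note: cells cotransfected with COUP-TFII expression vector driving the NGFI-A reporter; 0% = median of COUP-TF2 test wells and 100% = reporter-only cells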
NCOA2 inhibitor: human SRC2 (NCOA2) inhibition; inhibition, % at 9 µM; HEK293 GAL4-SRC2 luciferase reporter, luminescence; 0.17% of 370,000 active; AID 651957;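 active = inhibition above the mean inhibition of all tested compounds plus 3 SD, set per campaign, cut at about 52% in these data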;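 note: 0% = DMSO treated cells and 100% = cells given Gossypol at 36 µM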
Target sequence (Q15596 whole entry, looked up, the tested form may be a part): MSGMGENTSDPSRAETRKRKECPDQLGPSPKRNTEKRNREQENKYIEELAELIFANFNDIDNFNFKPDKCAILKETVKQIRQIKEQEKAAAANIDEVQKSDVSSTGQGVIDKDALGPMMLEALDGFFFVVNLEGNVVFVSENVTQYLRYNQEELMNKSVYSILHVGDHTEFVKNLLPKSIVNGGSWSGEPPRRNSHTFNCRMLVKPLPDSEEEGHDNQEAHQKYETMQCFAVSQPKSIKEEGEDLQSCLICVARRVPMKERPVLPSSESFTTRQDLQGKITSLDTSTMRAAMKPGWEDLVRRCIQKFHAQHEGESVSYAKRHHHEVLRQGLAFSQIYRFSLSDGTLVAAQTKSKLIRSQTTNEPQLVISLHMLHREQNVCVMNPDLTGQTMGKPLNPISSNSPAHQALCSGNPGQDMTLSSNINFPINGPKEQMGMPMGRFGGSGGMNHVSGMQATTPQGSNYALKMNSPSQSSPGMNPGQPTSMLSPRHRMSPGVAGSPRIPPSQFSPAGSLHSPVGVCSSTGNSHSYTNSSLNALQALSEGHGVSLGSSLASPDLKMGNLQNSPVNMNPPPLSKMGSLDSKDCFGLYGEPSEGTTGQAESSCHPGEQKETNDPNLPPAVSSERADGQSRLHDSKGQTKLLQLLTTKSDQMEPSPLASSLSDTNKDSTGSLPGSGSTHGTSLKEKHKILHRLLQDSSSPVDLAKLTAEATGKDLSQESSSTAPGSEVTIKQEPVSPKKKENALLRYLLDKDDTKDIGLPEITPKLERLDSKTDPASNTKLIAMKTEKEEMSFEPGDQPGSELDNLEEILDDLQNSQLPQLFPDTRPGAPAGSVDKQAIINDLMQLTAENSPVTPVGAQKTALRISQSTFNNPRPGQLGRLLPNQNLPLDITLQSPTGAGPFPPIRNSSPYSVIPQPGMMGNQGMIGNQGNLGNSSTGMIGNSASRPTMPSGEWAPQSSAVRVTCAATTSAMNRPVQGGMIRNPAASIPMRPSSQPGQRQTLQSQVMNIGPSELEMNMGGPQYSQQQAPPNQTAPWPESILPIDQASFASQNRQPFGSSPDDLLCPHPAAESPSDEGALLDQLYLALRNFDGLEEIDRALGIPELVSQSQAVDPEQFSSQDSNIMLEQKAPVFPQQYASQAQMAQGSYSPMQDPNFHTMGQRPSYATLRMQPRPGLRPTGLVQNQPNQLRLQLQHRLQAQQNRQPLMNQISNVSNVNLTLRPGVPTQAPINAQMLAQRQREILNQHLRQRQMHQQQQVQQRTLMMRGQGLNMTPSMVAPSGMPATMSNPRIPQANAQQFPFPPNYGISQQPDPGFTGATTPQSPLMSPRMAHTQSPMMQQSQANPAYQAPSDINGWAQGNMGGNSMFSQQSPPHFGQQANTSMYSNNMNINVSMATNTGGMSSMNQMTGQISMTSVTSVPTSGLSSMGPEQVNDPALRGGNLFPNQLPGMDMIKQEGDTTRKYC
SRC3 inh: inhibits human SRC3 coactivator | Q9Y6Q9 | HEK293 GAL4-SRC3 luciferase reporter, luminescence | inhibition, % at 3.6 µM | 0.17% of 360,000 active;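 active = inhibition above a per-campaign cutoff, the mean of all compounds plus 3 SD, cut at about 60% in these data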;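 note: 0% = DMSO-treated cells and 100% = gossypol-treated cells at 36 µM; higher means less SRC3-driven luciferase light from the GAL4 reporter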
TWEAK-Fn14 inh: blocks TWEAK-Fn14 interaction in a reporter cell assay. TWEAK-stimulated Fn14 reporter cells, luciferase luminescence, 8 h. inhibition, % at 10 µM. 2% of 360,000 active. AID 1159606; in the data active = inhibition above about 50%
NCOA1 inh: inhibitors of human steroid receptor coactivator 1 (SRC1). Q15788. HEK293 GAL4-SRC1 luciferase reporter, luminescence. AID 588354. 0.12% of 360,000 active. inhibition, % at 3.6 µM;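 active = inhibition above the campaign mean plus 3 SD, with each screening campaign given its own cutoff, cut at about 60% in these data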;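 note: 0% = DMSO treated cells and 100% = gossypol at 36 µM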
TLR9-MyD88 block: blocks human TLR9 binding to MyD88 | Q9NR96+Q99836 | CHO BLA complementation TLR9-MyD88, CCF4 FRET ratio | inhibition, % at 4.98 µM | 0.21% of 340,000 active | AID 504734;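 active = inhibition above the mean over all tested compounds plus 3 SD, cut at about 21% in these data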;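 note: 0% = DMSO only wells and 100% = clavulanate BLA inhibitor control wells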
Numbers without * were called inactive; nt = not tested or not shown. A portion of the library (hit frequency here may not be typical).

SMILES | NR5A2 inv ag | NOD2 RIPK2 PPI | TROY signal inh | ABHD5-PLIN5 inh | Exocytosis inh | NR2F2 inh | NCOA2 inhibitor | SRC3 inh | TWEAK-Fn14 inh | NCOA1 inh | TLR9-MyD88 block
O=C(NCc1ccco1)c1cc(-c2ccccn2)nc2ccccc12 | 34 | 2 | -9 | -3 | 0 | -11 | 3 | 5 | 25 | -6 | 0
Cc1oc2nc(SCC(=O)NC3CCCCC3)nc(N)c2c1C | 16 | -2 | 7 | 6 | -3 | 15 | -18 | 20 | 8 | -1 | -3
CCOc1ccccc1N(C(=O)c1snc(C(N)=O)c1N)C(C(=O)NCCC(C)C)c1ccco1 (stereo unspecified) | 1 | 3 | 15 | -4 | 3 | nt | nt | 18 | 13 | -3 | -12
CCCC1=Nc2cc(C(=O)NCCCN3CCN(C)CC3)ccc2Sc2ccccc21 | 5 | 14 | -7 | 7 | 16 | 7 | -1 | -1 | 7 | -2 | 4
Cc1ccc(C(=O)N2CCN(c3ncnc4c(C)csc34)CC2)cc1 | 9 | -3 | 14 | 2 | -3 | -5 | 2 | 4 | 1 | 4 | 10
CC1C(=O)N(Cc2cccc(F)c2)c2ccccc2N1C(=O)c1ccccc1 (stereo unspecified) | -9 | -2 | 28 | -1 | 32 | -16 | -8 | -1 | 28 | -11 | -7
Cc1c(Nc2nc3ccccc3nc2NS(=O)(=O)c2cccc(Cl)c2)c(=O)n(-c2ccccc2)n1C | -11 | -4 | -12 | -3 | -3 | -8 | 2 | -4 | -3 | 5 | -2
Cc1cnc(C(=O)NC2CCSc3ccccc32)cn1 (stereo unspecified) | -11 | 7 | 4 | 1 | -5 | 17 | -33 | 9 | 10 | 0 | -9
Cc1sc2nc(C(C)C)nc(SCC(=O)NCc3ccco3)c2c1C | -23 | 8 | -19 | 9 | 3 | 16 | -12 | -4 | -1 | 2 | -3
CC(C(=O)N(C)C1CCS(=O)(=O)C1)N1C(=O)/C(=C/c2ccco2)SC1=S (stereo unspecified) | 20 | 2 | 9 | 6 | -2 | -1 | -2 | -9 | 16 | -1 | -4
COc1cccc(C(=O)COC(=O)C2CC3CCCC(C2)C3=O)c1 (stereo unspecified) | 1 | -2 | -15 | 6 | -2 | 8 | -16 | 3 | 3 | 1 | -7
N=C1SCC(=O)N1c1ncc(Cc2ccccc2Cl)s1 | 32 | -13 | 48 | -5 | 0 | -5 | 6 | -15 | 100* | 4 | 6
O=C(O)CCC(=O)Nc1nc2nccc(-c3ccccc3)n2n1 | 4 | -2 | 21 | 0 | -1 | -17 | -29 | -28 | 5 | -31 | -5
Cc1ccc(S(=O)(=O)Nc2ccccc2C(N)=O)cc1 | -12 | -5 | -3 | 6 | 0 | -9 | -29 | 3 | -9 | -12 | 7
CCCc1nc2c3ccccc3ccn2c1Cc1ccccc1C(F)(F)F | 8 | -4 | 17 | -5 | -1 | -9 | -13 | -4 | 8 | 8 | nt
O=C(N/N=C/c1ccc(Br)cc1)c1cc[n+](Cc2ccccc2)cc1 | 5 | -3 | 7 | 2 | 2 | -12 | 10 | 8 | 0 | -8 | 5
CCC1(C)Cc2c(sc3nc(SC)[nH]c(=O)c23)CO1 (stereo unspecified) | 8 | -5 | 14 | 0 | -1 | 13 | -29 | 7 | -8 | -8 | -6
COc1ccc(CN(Cc2cccnc2)S(=O)(=O)c2ccc(-n3cnnn3)c(OC)c2)cc1 | 32 | -3 | -9 | 10 | 22 | 11 | -3 | 3 | 7 | 17 | -1
Cc1ccc(CNC(=O)c2cccc3c2C(=O)c2ccc(N4CCOCC4)cc2S3(=O)=O)cc1 | 11 | 8 | 17 | 5 | 5 | 10 | -24 | 1 | -17 | -4 | 7
COC(=O)c1nn(-c2ccccc2)c(Sc2ccc(Cl)cc2)c1/C=N/O | 4 | 5 | 7 | 2 | 29 | 2 | -2 | 16 | 2 | -14 | 5

Brought forward from above: two entries; new compounds follow.
SMILES | NR5A2 inv ag | NOD2 RIPK2 PPI | TROY signal inh | ABHD5-PLIN5 inh | Exocytosis inh | NR2F2 inh | NCOA2 inhibitor | SRC3 inh | TWEAK-Fn14 inh | NCOA1 inh | TLR9-MyD88 block
Cc1ccc(CNC(=O)c2cccc3c2C(=O)c2ccc(N4CCOCC4)cc2S3(=O)=O)cc1 | 11 | 8 | 17 | 5 | 5 | 10 | -24 | 1 | -17 | -4 | 7
COC(=O)c1nn(-c2ccccc2)c(Sc2ccc(Cl)cc2)c1/C=N/O | 4 | 5 | 7 | 2 | 29 | 2 | -2 | 16 | 2 | -14 | 5
CCN(CC)CCCNC(=O)Cn1ncn2cccc2c1=O | 7 | -1 | 2 | -3 | -2 | -3 | -3 | 3 | -4 | 8 | 16
O=[N+]([O-])c1ccc(Cl)c(/C=N/n2c(-c3ccncc3)n[nH]c2=S)c1 | -13 | -11 | -10 | 10 | -2 | -10 | -13 | 11 | -1 | 12 | -8
O=C(c1ccc(S(=O)(=O)N2CCCCC2)cc1)N1CCCc2ccccc21 | -16 | 2 | -14 | 4 | 0 | -8 | -4 | -27 | 0 | -2 | 2
COc1ccc(N2CCN(S(=O)(=O)c3c(C)[nH]c(C)c3C(=O)N3CCCCC3)CC2)cc1 | 3 | -1 | -1 | -3 | -4 | -4 | 8 | -41 | -16 | -13 | 0
COC(=O)[C@H](Cc1ccccc1)NC(=O)NCCc1ccc(OC)cc1 | -2 | -3 | -2 | 4 | -8 | -1 | -9 | 10 | 5 | -14 | 11
CCCSc1nc2c(c(=O)[nH]c(=O)n2C)n1C | -7 | -11 | -3 | -1 | 1 | 14 | 13 | 23 | -10 | 5 | 4
CC(C)Cn1c(N)c(C(=O)COC(=O)c2ccncc2)c(=O)n(C)c1=O | -14 | -1 | 1 | 8 | 4 | -5 | -17 | 11 | 0 | 3 | 2
COc1ccc(N2CCN(C(=O)c3ccccc3Br)CC2)c([N+](=O)[O-])c1 | 15 | -3 | 6 | -2 | 1 | -2 | 4 | 15 | -28 | 12 | 8
Cc1ccccc1-n1c(SCc2c(C)noc2C)nnc1-c1c[nH]c2ccccc12 | -2 | 11 | -6 | 7 | 8 | -32 | -42 | -7 | 9 | 3 | -3
Cc1nc2cc(NC(=O)N3c4ccccc4CC3C)ccc2n1C (stereo unspecified) | -121 | -1 | 39 | -2 | 0 | -35 | -21 | -53 | 57* | -106 | -1
COCCCNC(=O)CCn1nc(-c2ccc(Cl)cc2)ccc1=O | 16 | -1 | 6 | 9 | 6 | 0 | 1 | 7 | 12 | -2 | 9
COc1cc(C=NN2CCCCC2)cc(OC)c1OC | 5 | -9 | 13 | -14 | 0 | 0 | -21 | -14 | 0 | 2 | -2
CCC(=O)Nc1ccc2c(c1)OC[C@@H](C)N(Cc1ccccc1F)C[C@@H](C)[C@@H](OC)CN(C)C2=O | -28 | -1 | nt | 4 | 2 | -8 | -8 | nt | nt | nt | nt
COc1ccc(-c2c[n+](CC(=O)N3c4ccccc4Sc4ccccc43)c3n2CCC3)cc1 | 11 | -11 | 13 | 12 | 2 | -18 | -3 | 20 | 9 | 10 | -14
Oc1ccc2nc(Cc3ccccc3)[nH]c2c1 | 1 | -3 | -16 | -2 | -1 | 1 | -6 | -6 | -12 | -3 | -48
COc1ccc(C2C(C(N)=O)=C(C)Nc3nc(-c4ccccc4)nn32)cc1OC (stereo unspecified) | -31 | -10 | -43 | 4 | -2 | -16 | -14 | 0 | 5 | -10 | -2
O=C(CSc1ncn[nH]1)Nc1ccc(Br)cc1F | -10 | 8 | -10 | 2 | -4 | 2 | -3 | 3 | -11 | 4 | 6
Cn1cccc1-c1cc(C(=O)N/N=C/c2ccc([N+](=O)[O-])cc2)[nH]n1 | 18 | -4 | -4 | 1 | -10 | 7 | -22 | 0 | -1 | 12 | -11
CC1(C)CC(=O)N(c2ccc(Cl)cc2Cl)C(=O)C1 | -7 | 0 | -9 | -4 | -13 | 7 | -31 | -1 | 11 | 13 | -1
CN(c1ccc(C(=O)NCC2CCCO2)cc1)S(C)(=O)=O (stereo unspecified) | -5 | -3 | -4 | 0 | -2 | -3 | -30 | 4 | 2 | -11 | -1
COc1ccc(CCNC(=O)c2ccc(CNS(=O)(=O)c3ccccc3)cc2)cc1OC | 9 | -9 | 16 | 1 | -1 | 6 | 20 | 4 | -2 | 9 | -13
Cn1c(=O)c2c(nc(CN3CCN(c4ccc(F)cc4)CC3)n2CCN2CCOCC2)n(C)c1=O | 14 | 1 | -7 | -8 | -2 | 12 | -1 | -2 | -2 | -6 | -7
COc1ccc(-c2[nH]nc3nc(N4CCN(C(=O)c5ccoc5)CC4)cc(C(F)(F)F)c23)cc1 | 24 | 14 | 34 | -7 | 4 | 16 | 4 | -9 | 38 | 6 | -5
O=C(CC1C(=O)NCCN1CCCc1ccccc1)NCCc1ccccc1Cl (stereo unspecified) | -5 | 1 | -7 | 2 | 0 | 8 | -6 | -7 | -2 | -29 | 12
COc1cccc(C2=NOC(C(=O)N3CCOCC3)C2)c1 (stereo unspecified) | -103 | -9 | -29 | 6 | -4 | -20 | -27 | -45 | 20 | -45 | 4
CCOc1ccc(CC(=O)NNC(=S)Nc2ccc(OC)c(OC)c2)cc1 | 3 | 6 | 12 | 6 | -3 | -7 | -1 | 16 | -5 | -12 | 4
CCN(CC)CCNC(=O)CS(=O)Cc1nc(-c2ccccc2Cl)oc1C (stereo unspecified) | -26 | 5 | -15 | -2 | 4 | -1 | 0 | 10 | -5 | 0 | -6
Cc1cc(NC(=O)CSc2nnnn2-c2ccc(C)c(C)c2)no1 | 4 | -8 | 11 | -2 | 0 | -19 | -28 | 6 | -4 | 2 | nt
N#CCC(=O)Nc1ccc(C(=O)OCC(=O)NC(=O)Cc2ccccc2)cc1 | 1 | -13 | 15 | 8 | -3 | 1 | 14 | 8 | -1 | -8 | 4
COc1ccc(/C=C/S(=O)(=O)NCc2ccccc2)cc1OC | -3 | -9 | -4 | -9 | 0 | 3 | -22 | 4 | -9 | -27 | -5
CCOC(=O)C(Cc1ccccc1)NC(=O)CNC(=O)CNC(=O)OCc1ccccc1 (stereo unspecified) | 11 | -1 | -11 | -3 | -3 | -7 | -9 | 10 | 19 | 15 | 4
O=C(Cc1ccc(Br)cc1)NNC(=O)c1cccs1 | -12 | -8 | -12 | -5 | -2 | -4 | -91 | -13 | -16 | -3 | 7
C=C(C)C1CC=C(C)/C(=N/NC(=O)c2ccccc2[N+](=O)[O-])C1 (stereo unspecified) | 4 | 6 | 2 | -4 | -7 | 10 | -5 | 5 | 14 | 4 | 0
Cn1c2c(c(=O)n(C)c1=O)CN(Cc1ccccc1)CN2 | 19 | -11 | 4 | 4 | -2 | 3 | -26 | -10 | 10 | -6 | nt
O=C(COc1ccc(NC(=O)c2ccccc2[N+](=O)[O-])cc1)c1ccc(F)cc1 | 12 | 3 | 11 | -2 | 3 | -3 | -7 | 17 | -1 | -27 | -5
COc1ccc(Cc2nnc(NC(=O)Nc3ccccc3OC)s2)cc1 | 17 | 0 | -12 | 1 | -21 | -8 | -26 | -16 | -18 | 0 | 5
